Compound activity deposited in PubChem by National Center for Advancing Translational Sciences (NCATS).
TrxR1 substrate: is turned over as a substrate by rat TrxR1 | Potency, µM (titrated, usually from 114 µM), for inactives: at the top dose activity change, negative = substrate turnover | 390,000 tested, 0.01% active | O89049 | AID 588456 | purified TrxR1 substrate turnover, NADPH consumption readout; further: potency means the concentration at half of the fitted maximal effect; on the % scale 0 is the no-effect control and ±100 the full control effect; nearly all actives have a fitted effect of over 50% in size
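Rat TrxR1, dispensed at 90 nM, was prereduced with 400 uM NADPH (final) for 5 min at ~22 deg C, then incubated with compound 15 min before 400 uM selenite. A first-read NADPH fluorescence drop versus no-compound background flagged substrates.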
PI4K2A block: blocks human PI4K2A kinase activity. activity change, negative = inhibition, % at 76.9 µM. purified PI4K2A, ADP-Glo luminescence, 1 h; active compounds read low. AID 1346378. 420,000 tested, 0.13% active; in the data active means activity change below about -50%; inconclusive means mostly about -30% to -49%;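 further: -100% = wells without enzyme as full effect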
Target sequence (Q9BTU6 whole entry, looked up): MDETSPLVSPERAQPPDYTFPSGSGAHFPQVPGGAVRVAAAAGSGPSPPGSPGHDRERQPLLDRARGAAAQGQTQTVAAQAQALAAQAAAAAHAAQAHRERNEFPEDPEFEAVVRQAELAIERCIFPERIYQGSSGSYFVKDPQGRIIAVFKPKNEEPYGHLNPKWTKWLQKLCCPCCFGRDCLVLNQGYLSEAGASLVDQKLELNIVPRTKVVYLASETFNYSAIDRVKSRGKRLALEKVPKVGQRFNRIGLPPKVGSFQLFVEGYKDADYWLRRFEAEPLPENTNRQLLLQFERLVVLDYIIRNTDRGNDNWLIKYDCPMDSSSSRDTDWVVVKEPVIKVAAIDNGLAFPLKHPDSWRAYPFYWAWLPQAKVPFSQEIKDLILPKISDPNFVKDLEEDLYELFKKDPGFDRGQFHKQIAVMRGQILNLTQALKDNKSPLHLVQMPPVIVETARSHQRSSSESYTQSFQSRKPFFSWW
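Compounds are screened against recombinant PI4K2A using PI as substrate and ATP, the latter dispensed at 300 microM. Reactions run one hour at ambient temperature before ADP-Glo detection; full inhibition defined by wells lacking enzyme.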
D2 ag: agonists of human D2 dopamine receptor | HEK293 T-REx D2 cells, calcium flux agonist mode | activation, % at 2 µM | P14416 | 340,000 tested, 0.53% active;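 active means activation over 3 SD above normal in the single-dose calcium agonist read, cut at about 30% in these data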; further: 0% is about no effect
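Agonism scored from kinetic calcium signal (1 read/sec, 180 s) following compound pin transfer, after a 10 s baseline. Cells: HEK293 Trex line expressing inducible D2 receptor coupled to calcium, dye-loaded after overnight culture at 30 C.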
D2 antag: antagonists of human D2 dopamine receptor. P14416. HEK293 TREx D2 cells, calcium flux, dopamine EC80. inhibition, % at 10 µM. 340,000 tested, 2% active. AID 485344; in the data active means inhibition above about 30%; further: 0% is about no effect
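Calcium flux kinetic readout in an inducible HEK293 TREx D2 line plated overnight at 30 C. After 180 s compound exposure, an EC80 dopamine challenge follows with another 180 s kinetic read to detect antagonism.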
TRHR ag: TRH receptor (human) agonism; P34981; 360,000 tested, 0.18% active; activation, % at 2 µM; TRHR cells, calcium flux fluo-8, FDSS agonist mode; in the data active means activation above about 30%; further: 0% is about no effect
Target sequence (P34981 whole entry, looked up): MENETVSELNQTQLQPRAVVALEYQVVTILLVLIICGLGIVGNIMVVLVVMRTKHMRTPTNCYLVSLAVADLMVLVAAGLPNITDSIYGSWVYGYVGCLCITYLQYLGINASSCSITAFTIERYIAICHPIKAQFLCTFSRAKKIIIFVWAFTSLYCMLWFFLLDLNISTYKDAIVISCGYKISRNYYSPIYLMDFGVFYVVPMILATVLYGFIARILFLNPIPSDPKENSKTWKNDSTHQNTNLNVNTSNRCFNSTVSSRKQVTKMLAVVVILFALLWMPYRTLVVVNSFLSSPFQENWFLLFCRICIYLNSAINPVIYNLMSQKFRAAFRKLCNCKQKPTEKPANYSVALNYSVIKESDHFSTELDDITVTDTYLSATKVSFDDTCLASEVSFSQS
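Read-out: compound-evoked intracellular calcium rise in TRHR cells, fluo-8 dye, kinetic FDSS fluorescence at 1 s/cycle following a 10-cycle baseline. Cells cultured overnight before dye loading (30 min–1.5 h, RT).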
rTrxR1 inhibitor: rat TrxR1 inhibition | O89049 | recombinant rTrxR1, NADPH fluorescence consumption, selenite substrate | Potency, µM (series often up to 114 µM), inactives show at the highest dose activity change, negative = inhibition, actives largely listed as inhibitors | 390,000 tested, 1% active | AID 588453; further: potency means the concentration at half of the fitted maximal effect; on the % scale 0 is the no-effect control and ±100 the full control effect; nearly all actives have a fitted effect of over 65% in size
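Rat TrxR1 (90 nM in the dispensed reagent) was pre-reduced with 400 uM NADPH for 5 min at room temperature, then incubated with compound for 15 min. After 400 uM selenite was added, NADPH fluorescence (Ex 340/Em 450 nm) was followed for 8 min.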
TRHR enhancer: TRH receptor (human) allosteric enhancement; 360,000 tested, 0.66% active; TRHR cells, fluo-8 calcium fluorescence, EC20 TRH enhancement; enhancement, % at 2 µM; in the data active means enhancement above about 30%; further: 0% is about no effect
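Enhancer read-out: after compound pinning and an initial kinetic agonist-mode read, an EC20 of TRH (10 nM final) was injected and fluo-8 calcium signal (Ex 480/Em 530) followed at 1 s/cycle for 100 cycles in TRHR-expressing cells.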
mIDH1 inhibitor: blocks human mutant IDH1 R132H enzyme; 390,000 tested, 0.093% active; Potency, µM (top dose mostly 76.6 µM), without a hit: at the top dose activity change, negative = inhibition, hits mostly inhibitors; IDH1-R132H enzyme, NADPH consumption, diaphorase/resazurin fluorescence; further: potency means the concentration at half of the fitted maximal effect; on the % scale 0 is the no-effect control and ±100 the full control effect; nearly all actives have a fitted effect of over 65% in size
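IDH1-R132H (0.5 ug/mL) preincubated 30 min with compound, then NADPH (0.016 mM) and alpha-KG (2 mM) added; 80 min at RT, pH 7.5. Remaining NADPH coupled via diaphorase/resazurin to fluorescence (540/590 nm); concentration-response curves normalized to no-enzyme control.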
USP1 inh: inhibitors of human USP1/UAF1 deubiquitinase | 390,000 tested, 0.23% active | O94782 | AID 743255 | Potency, µM (doses to about 57.1 µM), inactives show at the highest dose activity change, negative = inhibition, hits mostly inhibitors | recombinant USP1/UAF1, Ub-Rhodamine cleavage fluorescence; further: potency means the concentration at half of the fitted maximal effect; on the % scale 0 is the no-effect control and ±100 the full control effect; nearly all actives have a fitted effect of over 60% in size; inactives centre near -12
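In this screen, compounds sit with the deubiquitinase complex (1nM) for 15 min at room temperature before Ub-Rho is added at 150nM final. Fluorescence rise is then followed for 6 reads every 60 seconds.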
* = called active by the depositor; ? = inconclusive; . = not tested or not shown; [ ] = remark or other dose. Unless noted, the call rests on the fitted dose curve; in most records, active means well fitted inhibition curve with a large enough effect; inconclusive means small, poorly fitted or top-dose-only effect; inactive means no such curve, though single readings can be large or run the other way.

| Compound | TRHR enhancer | rTrxR1 inhibitor | USP1 inh | PI4K2A block | TRHR ag | D2 ag | D2 antag | TrxR1 substrate | mIDH1 inhibitor |
| --- | --- | --- | --- | --- | --- | --- | --- | --- | --- |
| CCOC(=O)Nc1ccc2c(c1)N(C(=O)CN1CCN3CCCC3C1)c1ccccc1CC2 (stereo not given) | -1 | -5% | -22% | 2 | 0.1 | -0.7 | -3 | 0% | 4% |
| O=C(NC(=S)Nc1ccc(Br)cc1)C1CCC1 | 7 | ? | -14% | 5 | 0.2 | 0.3 | -6 | -4% | -6% |
| COc1ccc(C(OC(=O)c2ccco2)C(=O)NC(C)(C)C)cc1 (stereo not given) | 30 | 7% | -11% | 1 | 1.7 | 0.0 | 8 | -4% | -2% |
| Cc1c(C(C)(C)O)[nH]c2ccc(C#N)cc12 | -3 | 12% | ? | 2 | 0.2 | 0.3 | 10 | 10% | -4% |
| Fc1ccc(-c2csc(-c3ccc(C4SCCS4)cc3)n2)cc1F | 3 | 4% | -11% | -1 | 1.0 | 1.5 | -29 | 7% | 15% |
| COc1ccccc1C(=O)N/C(=C\c1cn(S(=O)(=O)N(C)C)c2ccccc12)C(=O)NCCN1CCOCC1 | 3 | 15% | -23% | -9 | 0.0 | 0.2 | -16 | -5% | 4% |
| CCCC(=O)Nc1ccc2oc(-c3cccnc3)nc2c1 | -3 | 5% | -9% | 4 | 0.5 | -0.8 | 32* | 238%[activator] | 6% |
| COc1ccc(Nc2nc(N)nc(CSc3nccc(C)n3)n2)cc1 | 3 | 1% | -8% | -2 | -0.5 | -2.0 | -17 | 0% | 3% |

Entries listed so far that bear a hit mark in D2 antag.
mol | TRHR enhancer | rTrxR1 inhibitor | USP1 inh | PI4K2A block | TRHR ag | D2 antag | TrxR1 substrate
CCCC(=O)Nc1ccc2oc(-c3cccnc3)nc2c1 | -3 | 5% | -9% | 4 | 0.5 | 32* | 238%[activator]

The listing picks up, starting two compounds before the break.
| Compound | TRHR enhancer | rTrxR1 inhibitor | USP1 inh | PI4K2A block | TRHR ag | D2 ag | D2 antag | TrxR1 substrate | mIDH1 inhibitor |
| --- | --- | --- | --- | --- | --- | --- | --- | --- | --- |
| CCCC(=O)Nc1ccc2oc(-c3cccnc3)nc2c1 | -3 | 5% | -9% | 4 | 0.5 | -0.8 | 32* | 238%[activator] | 6% |
| COc1ccc(Nc2nc(N)nc(CSc3nccc(C)n3)n2)cc1 | 3 | 1% | -8% | -2 | -0.5 | -2.0 | -17 | 0% | 3% |
| COc1ccc(OC)c(/C=c2\sc3nc(-c4cccs4)nn3c2=O)c1 | -1 | ? | 32µM* | 116 | 2.4 | 3.3 | 1 | -22% | -8% |
| CC(=O)c1cc2c(cc1NC(=O)CCn1cccc1)OCO2 | 0 | -13% | -13% | 4 | -0.5 | 0.0 | -7 | 1% | 4% |
| Cc1c([N+](=O)[O-])cc(S(=O)(=O)Nc2ccncc2)cc1[N+](=O)[O-] | -3 | 16% | -25% | -3 | 0.3 | 0.1 | 1 | 2% | -6% |
| COc1ccc(NC(=O)Cn2c(=O)n(Cc3ccco3)c(=O)c3oc4ccccc4c32)cc1Cl | -4 | -7% | -15% | 1 | 0.8 | 0.5 | . | 1% | -3% |
| Cc1ccc(/C=N/Nc2cc(C)nc(NCc3ccccc3)n2)cc1 | -10 | -5% | -18% | 13 | 0.1 | . | . | -14% | -3% |
| COCc1nnc(NC(=O)c2ccc(Cl)cc2[N+](=O)[O-])s1 | -7 | -13% | 4% | -1 | 0.1 | -0.5 | -14 | -13% | 4% |
| Cn1cc(CN2CCC(C(=O)Nc3ccc(Oc4ccccc4F)cc3)CC2)cn1 | 11 | 11% | -6% | -3 | 1.2 | 1.8 | 3 | -1% | -16% |
| COc1ccc(-c2nc3c(s2)CCc2onc(-c4ccc(Br)cc4)c2-3)cc1 | . | 21%[57.1 µM] | 18% | 1 | . | . | . | 11%[57.1 µM] | -6% |
| O=CN1CCN(C(=O)c2cccc([N+](=O)[O-])c2)CC1 | -8 | 31% | -16% | 3 | 0.1 | -1.3 | -7 | 4% | -10% |
| COc1ccc(OC)c(N(CC(=O)NCCc2ccc(OC)c(OC)c2)S(=O)(=O)c2ccccc2)c1 | -4 | 15%[57.1 µM] | -17% | -2 | 0.0 | -0.2 | -8 | 0%[57.1 µM] | -4% |
| CCCCCCCc1nc2sc3c(c2c(=O)n1N)CC(C)(C)OC3 | 13 | 7% | -9% | 2 | 0.2 | -0.2 | -12 | 4% | 0% |
| CCOC(=O)c1cccc(NC(=O)Cn2nc3c(cc2=O)CCCC3)c1 | 1 | 19%[57.1 µM] | -12% | 3 | -0.3 | . | . | -2%[57.1 µM] | -14% |
| CCOc1ccccc1NC(=O)CCCNC(=O)Cn1cnc2sc(C)c(C)c2c1=O | 0 | 12% | -14% | -6 | -1.0 | -0.2 | -2 | -1% | 17% |
| CC(C)CNC(=O)C1CC(=O)OC12CCCCC2 (stereo not given) | -2 | -2% | 9% | -5 | 0.4 | 1.3 | -22 | -5% | 3% |
| CCc1cc(=O)oc2c3c(cc(OCC(=O)NCCCn4ccnc4)c12)OC(C)(C)CC3 | 3 | 7% | 2% | 4 | 0.4 | 0.7 | -9 | 276%[activator] | -9% |
| COc1ccc(S(=O)(=O)N2CCOCC2)cc1NC(=O)Cc1cccs1 | -1 | -10% | -6% | 5 | 0.0 | -0.2 | -7 | -10% | -6% |
| CC(C)CN(C(=O)c1cc([N+](=O)[O-])cc([N+](=O)[O-])c1)C1CCS(=O)(=O)C1 (stereo not given) | 0 | 8% | -10% | 3 | -0.2 | 0.9 | -16 | -2% | 7% |
| COc1ccc(CNC(=O)C(NS(=O)(=O)c2ccc3c(c2)CCCN3C(C)=O)C(C)C)cc1 (stereo not given) | 1 | -10% | -9% | -4 | 0.1 | -1.2 | -8 | -7% | 1% |
| Cc1ccc(N(C(=O)c2csnn2)C(C(=O)NC(C)(C)C)c2cccs2)cc1 (stereo not given) | 3 | 15% | 3% | -1 | -0.3 | -0.1 | 7 | -3% | 1% |
| Cc1ccc(C(=O)Nc2nc3ccccc3[nH]2)cc1 | 5 | 6% | -11% | -27 | 0.0 | 0.3 | 18 | 2% | -2% |
| COC(=O)c1ccc(NS(=O)(=O)c2c(C)nc3sccn3c2=O)cc1 | 2 | 1% | -21% | 1 | 0.6 | 0.8 | . | -6% | -9% |
| C=CCn1c(=N)c(C#N)cc2c(=O)n3ccccc3nc21 | 0 | -13% | -3% | -1 | 9.6 | 0.1 | 15 | 171%[activator] | -3% |
| O=C(Nc1ccccc1C(F)(F)F)N1CCCC(O)C1 (stereo not given) | 1 | -2% | -12% | -1 | 0.2 | 0.9 | 0 | -1% | 1% |
| Cc1ccc(-c2ccc(C(=O)O)[nH]2)cc1 | -2 | 13% | -26% | -6 | 1.3 | 0.8 | 9 | 15% | 1% |
| CCOC(=O)c1cccc(NC(=O)c2cc3cc4cc(OC)ccc4nc3s2)c1 | 16 | 11% | -18% | 0 | 1.5 | -0.2 | . | -1% | 0% |
| CCOc1ccc2nc(SCC#N)c(C#N)cc2c1 | 4 | 11% | -8% | 11 | 4.4 | 2.7 | -11 | 2% | 5% |
| O=C(CSc1nc2ccccc2nc1N1CCCC1)Nc1ccc(Cl)cc1 | 3 | 3%[57.1 µM] | -20% | -3 | 0.6 | -0.1 | -12 | 2%[57.1 µM] | 3% |
| O=[N+]([O-])c1ccc(S(=O)(=O)NN=Cc2ccc(Cl)c(Cl)c2)cc1 | . | -5% | -14% | -7 | . | . | . | -9% | -1% |
| CSC1=C(C#N)C(C)CC(=O)N1 (stereo not given) | -2 | -8% | -11% | 3 | 0.1 | 2.4 | -11 | -11% | 5% |
| CCCCOc1c(Cl)cc(C(=O)N(Cc2ccc(C)o2)C2CCS(=O)(=O)C2)cc1Cl (stereo not given) | 8 | 8% | -18% | -3 | -0.9 | -1.3 | . | -4% | 5% |
| COc1ccc(C2=NN(C(=O)CSC3=NN4CCCC(=O)N=C4S3)C(c3cccc(OC)c3OC)C2)cc1 (stereo not given) | 12 | 14%[57.1 µM] | -5% | -2 | -0.1 | 1.4 | -5 | 2%[57.1 µM] | 0% |
| CC(C)(C)Cc1nnc(NS(C)(=O)=O)s1 | . | 25% | -11% | -1 | . | . | . | 6% | 8% |
| C#CCOCCOCCOCCNc1nc(N2CCN(C(=O)[C@H](Cc3cc4ccccc4[nH]3)n3cc(C(N)CC(C)C)nn3)CC2)nc(N2CCN(C(=O)[C@H](CCC(=O)O)n3cc(C(N)[C@H](C)CC)nn3)CC2)n1 (stereo not given in full) | 3 | ? | -10% | -5 | -0.4 | 0.0 | 6 | 4% | 5% |
| CCCc1c(C(=O)Nc2ccc(F)cc2)cnn1-c1ccccc1 | 0 | 1%[57.1 µM] | -16% | 2 | 1.5 | 0.2 | -16 | -7%[57.1 µM] | 8% |
| CCOC(=O)[C@H]1[C@H]2COc3ccc(C)cc3[C@@H]2N2C(=O)c3ccccc3NC(=O)[C@@]12C | -9 | 9% | -22% | 1 | -0.3 | -0.8 | 3 | -4% | -11% |
| CC1CC(C)CN(C(=O)COC(=O)c2ccc3ncsc3c2)C1 (stereo not given) | 0 | 30% | -24% | 2 | -0.5 | -1.0 | -14 | 4% | -1% |
| O=C(COC(=O)C(c1ccccc1)c1ccccc1)NCc1ccco1 | -4 | -20% | -6% | 5 | -0.7 | -0.6 | 0 | 5% | -3% |
| CCN(CC)C(CNS(=O)(=O)c1ccc(Cl)cc1)c1ccccc1 (stereo not given) | 0 | 26%[57.1 µM] | -12% | 0 | 0.0 | -1.3 | 39* | 14%[57.1 µM] | 7% |
| C=CCOC(=O)C1=C(C)NC(C)=C(C(=O)OCC=C)C1/C=C/c1ccccc1 | 5 | 23%[57.1 µM] | -16% | 3 | -0.7 | 1.8 | -18 | 12%[57.1 µM] | 5% |
